Screens from PubChem BioAssay.
BoNT-A LC inh2: inhibitors of Botulinum neurotoxin A light chain protease; inhibition, % at 10 µM; 360,000 compounds, 0.17% hits; multiplex microsphere protease substrate cleavage, flow cytometry; AID 588499; in the data active = inhibition above about 30%; inconclusive = no clear call, values can overlap the other calls; also: plate controls were buffer without enzyme for full effect and enzyme alone for no effect
Mtb BioA inh: BioA (M. tuberculosis) enzyme inhibition | purified M. tuberculosis BioA enzyme, plate reader | inhibition, % at 9.99 µM | 360,000 compounds, 0.096% hits | AID 602481; in the data active = inhibition above about 40%; inconclusive = no clear call, values can overlap the other calls
Mtb UGM inh: Mtb UDP-galactopyranose mutase inhibition; purified UGM, fluorescence polarization probe displacement; 320,000 compounds, 0.06% hits; P9WIQ1; inhibition, % at 10 µM; in the data active = inhibition above about 10%, passing the limit was not always enough; inconclusive = no clear call, values can overlap the other calls
Target sequence (P9WIQ1 whole entry, looked up): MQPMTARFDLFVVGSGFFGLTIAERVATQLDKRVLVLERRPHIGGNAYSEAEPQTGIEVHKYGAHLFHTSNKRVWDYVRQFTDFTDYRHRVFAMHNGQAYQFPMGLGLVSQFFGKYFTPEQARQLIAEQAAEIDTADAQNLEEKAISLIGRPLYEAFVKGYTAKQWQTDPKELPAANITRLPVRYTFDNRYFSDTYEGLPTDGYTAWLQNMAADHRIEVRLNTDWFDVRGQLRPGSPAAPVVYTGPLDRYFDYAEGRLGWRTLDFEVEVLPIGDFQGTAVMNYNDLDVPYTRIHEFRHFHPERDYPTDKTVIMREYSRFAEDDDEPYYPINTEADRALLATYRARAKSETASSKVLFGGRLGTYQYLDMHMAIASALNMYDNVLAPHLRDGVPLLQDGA
BoNT-F LC inh: blocks Botulinum neurotoxin F light chain protease | 360,000 compounds, 0.22% hits | AID 588497 | Multiplex microsphere protease cleavage assay, flow cytometry | inhibition, % at 10 µM; in the data active = inhibition above about 35%, passing the limit was not always enough; inconclusive = no clear call, values can overlap the other calls; also: plate controls were buffer without enzyme for full effect and enzyme alone for no effect
Mtb FBA inh: Mtb fructose-bisphosphate aldolase inhibition; P9WQA3; inhibition, % at 1 µM; purified M. tuberculosis FBA, fluorescence read-out; 360,000 compounds, 2.3% hits; AID 588726; in the data active = inhibition above about 27%;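 also: 0% = vehicle and 100% = reference inhibitor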
Target sequence (P9WQA3 whole entry, looked up): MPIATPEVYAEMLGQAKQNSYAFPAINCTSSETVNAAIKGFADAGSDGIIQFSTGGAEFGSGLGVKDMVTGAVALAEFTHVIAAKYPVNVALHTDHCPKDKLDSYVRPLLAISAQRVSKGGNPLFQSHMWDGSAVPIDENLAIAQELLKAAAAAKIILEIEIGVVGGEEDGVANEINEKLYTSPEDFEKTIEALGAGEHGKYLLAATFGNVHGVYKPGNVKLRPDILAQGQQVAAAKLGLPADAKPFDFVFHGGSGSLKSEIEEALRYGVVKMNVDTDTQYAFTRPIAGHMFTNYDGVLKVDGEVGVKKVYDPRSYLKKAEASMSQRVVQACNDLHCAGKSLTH
FadD28 binding: inhibitors of Mycobacterium tuberculosis FadD28 bisubstrate binding. FadD28 bisubstrate probe binding, fluorescence polarization. inhibition, % at 12.5 µM. 360,000 compounds, 0.22% hits. AID 588549; in the data active = inhibition above about 8.5%, passing the limit was not always enough; inconclusive = no clear call, values can overlap the other calls
GDH-TPI inh: inhibits GDH-TPI coupling enzymes, artifact for Mtb FBA screen; GDH-TPI coupled enzyme counterscreen, NADH absorbance; inhibition, % at 4.8 µM; 360,000 compounds, 1.2% hits; AID 588335;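 also: 0% = DMSO wells and 100% = wells lacking the enzyme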
CCHF vOTU inh: CCHFV vOTU protease inhibition | Pep-AMC fluorescence | inhibition, % at 11.5 µM | 370,000 compounds, 0.55% hits | AID 651958; also: 0% = vehicle wells with enzyme and 100% = no enzyme wells
PrPC TRFRET: cell surface PrPC inhibition, primary TR-FRET screen; P04156; TR-FRET read-out; inhibition, % at 13.8 µM; 370,000 compounds, 0.43% hits; in the data active = inhibition above about 24%; also: 0% = median of the test wells and 100% = reference compound wells
* = called active by the depositor; ? = inconclusive; . = not tested or not shown. Rule as the data show it, unless noted: active = inhibition above about 30%; inactive = the rest.

item	compound	BoNT-A LC inh2	Mtb BioA inh	Mtb UGM inh	BoNT-F LC inh	Mtb FBA inh
1	FC(F)(F)c1cc(-c2ccco2)nc(NCc2ccccc2)n1	1.5	0.1	2.7	3	2
2	Cc1nc(-c2ccccc2O)n(S(=O)(=O)N(C)C)n1	-0.4	0.5	-0.4	-6	-5
3	O=C(O)/C=C/C(=O)N1CCN(c2ccc(F)cc2)CC1	0.1	.	1.3	-3	1
4	Cc1cc(C(=O)N2CCCC(N3CCN(c4ccc(F)cc4)CC3)C2)no1 (configuration not stated)	0.0	0.4	-0.5	-1	1
5	O=C(CN1C(=O)NC2(CCc3ccccc32)C1=O)c1c[nH]c2ccccc12 (configuration not stated)	2.9	-0.2	0.6	6	6
6	Cc1cccc(/C=C2/Sc3ccc(C(=O)NCCCN4CCOCC4)cc3NC2=O)c1	0.4	-11	-1.7	4	-1
7	CCOC(=O)NNc1cc(C(F)(F)F)ccn1	0.0	-1.2	0.3	?	1
8	CCOc1ccc(NC(=O)N2CCN(Cc3ccc4c(c3)OCO4)CC2)cc1	0.0	.	5.3	-4	0
9	CCCCc1[nH]c(=O)c(C#N)c2c1CSC(C)(C)C2	1.5	.	1.6	1	6
10	CN=C1CN(O)C(c2ccccc2)c2cc(Cl)ccc2N1 (configuration not stated)	-0.1	1.1	.	-2	1

item	FadD28 binding	GDH-TPI inh	CCHF vOTU inh	PrPC TRFRET
1	-2.2	8	1	0
2	-2.3	-3	-5	2
3	-0.2	9	5	-1
4	0.8	0	-7	-4
5	-1.1	2	6	-5
6	-5.0	7	7	3
7	-1.8	5	-6	2
8	-4.4	-7	10	-2
9	-1.2	7	1	-4
10	-8.1	12	-3	2

The results go on.
item	compound	BoNT-A LC inh2	Mtb BioA inh	Mtb UGM inh	BoNT-F LC inh	Mtb FBA inh
11	CCN(CC)CCN(C(=O)c1ccc(Br)s1)c1nc2cc3c(cc2s1)OCO3	.	.	-1.0	.	2
12	CCc1cc(=O)oc2cc(OC(C)C(=O)N3CC[C@@]4(O)CCCC[C@H]4C3)ccc12 (some centres not stated)	0.0	0.1	.	3	17
13	COc1ccc(CCC(C)NC(=O)Cc2ccc(OC)c(OC)c2)c(OC)c1 (configuration not stated)	-0.9	0.0	2.7	3	5
14	CCc1ccccc1S(=O)(=O)Cc1ccc(C(=O)NC2CCCC2)o1	-0.1	-1.8	1.1	2	0
15	CCCCCCn1c(O)c(C(C)=NC)c(=O)[nH]c1=O	-2.3	-1.7	-1.2	-12	-1
16	CCCCN1C(=O)C(CC(=O)NCc2ccco2)CC(C(=O)N2CCCCCC2)=C1C (configuration not stated)	0.3	.	.	4	.
17	COc1ccccc1/C=N/NC(=O)c1nnn(-c2nonc2N)c1CN(C)c1ccccc1	-2.3	-0.9	-2.9	2	-2
18	CC(C)c1cc(C(=O)NCc2ccco2)no1	-0.9	-1.0	-0.5	0	5
19	COc1ccc(C2CC23N=C(c2ccccc2)OC3=O)cc1 (configuration not stated)	-1.2	.	1.4	-3	0
20	O=CN1CCN(S(=O)(=O)c2ccc(S(=O)(=O)NC3CCCCC3)cc2)CC1	2.2	0.3	-1.3	4	-1

item	FadD28 binding	GDH-TPI inh	CCHF vOTU inh	PrPC TRFRET
11	-1.1	9	-4	-4
12	-3.6	5	-15	2
13	-0.9	3	-11	3
14	-2.4	2	-7	-1
15	3.1	-10	4	-2
16	.	.	0	-2
17	-10	18	3	2
18	-0.7	7	15	-7
19	5.4	10	3	2
20	.	8	-3	-1

Additional compounds follow.
item	compound	BoNT-A LC inh2	Mtb BioA inh	Mtb UGM inh	BoNT-F LC inh	Mtb FBA inh
21	CCOC(=O)N1CCN(C(=O)CSCc2nc(-c3ccccc3F)oc2C)CC1	2.0	0.0	0.1	-6	2
22	Cc1sc2ncnc(SCC#N)c2c1C	2.3	-1.9	-0.1	-6	5
23	O=C1NC2(CCCCCC2)C(=O)N1CCS(=O)(=O)Oc1ccccc1	-0.1	.	0.2	-1	-1
24	Cn1c(=O)n(CC(=O)O)c(=O)c2c1nc1n2CCCN1Cc1ccccc1	-0.7	2.2	-0.1	29	-4
25	CCCCC[C@H](C)N1C[C@H](COCc2ccccc2)Oc2cc(N3CC[C@H](O)C3)ccc2S1(=O)=O	-0.5	.	.	-3	.
26	COc1ccc(Oc2cc(F)nc(N)n2)cc1	-0.8	0.2	1.2	3	4
27	CC(C)=CCC(C)(C)C1OCCN1C(=O)Nc1ccccc1 (configuration not stated)	0.3	.	-2.4	2	-3
28	CC(CC(C)(C)N1CC1)=NNC(=O)Nc1cccc2ccccc12	0.2	.	.	-15	25
29	CCc1ccc(C(=O)COC(=O)c2ccc(-c3nnc(-c4ccccc4)o3)cc2)cc1	-1.7	-2.7	1.2	-4	2
30	CCCOc1ccc2ccccc2c1/C=N/n1cnnc1	0.1	-0.9	-1.0	2	-1

item	FadD28 binding	GDH-TPI inh	CCHF vOTU inh	PrPC TRFRET
21	1.3	2	0	3
22	-0.5	-1	6	-1
23	0.1	1	-4	4
24	-4.4	5	1	5
25	.	.	26	1
26	-0.4	11	-14	0
27	-2.1	-2	3	2
28	-1.5	3	-6	5
29	-2.8	4	-6	3
30	-3.6	11	-6	-3

(more compounds)
item	compound	BoNT-A LC inh2	Mtb BioA inh	Mtb UGM inh	BoNT-F LC inh	Mtb FBA inh
31	Cc1cc(C=C2C(=O)c3ccccc3C2=O)c(C)n1-c1cccc(C(=O)O)c1	0.6	6.4	3.8	-2	-40
32	COc1ccccc1C(=O)NCC(=O)n1nc(C)cc1C	0.2	-0.9	2.3	-4	3
33	Cc1cccc(OCC(=O)Oc2ccc(Cl)cc2)c1	1.2	.	3.1	?	2
34	COc1ccccc1N1CCN(C(=O)CCCNC(=O)Cn2cnc3sc(C)c(C)c3c2=O)CC1	-2.5	0.6	-1.7	-2	0
35	COC(=O)c1ccc(Cn2nc(C)cc2C)cc1	0.0	-0.4	-2.2	4	-3
36	COc1ccc(/C=N/NC(=O)Cn2ccnc2C)cc1OC	0.5	1.2	-0.6	-11	0
37	CC1CCCCN1C(=O)Nc1ccccc1Cl (configuration not stated)	-0.6	0.4	6.4	-3	-4
38	COc1ccc(Cn2cnc3c4cc(F)ccc4n(C)c3c2=O)cc1	-1.5	-0.9	0.6	-11	5
39	O=C(O)C1(Nc2ccc(Cl)cc2)CCCC1	-0.1	1.2	.	-10	0
40	Cc1ccc(-c2nc3ccccc3n2C)o1	-0.8	-1.7	1.8	-1	22

item	FadD28 binding	GDH-TPI inh	CCHF vOTU inh	PrPC TRFRET
31	-2.2	23	18	-14
32	0.2	-7	0	2
33	-0.7	3	-12	-3
34	-1.3	-5	-6	4
35	-4.3	-7	13	-1
36	-1.3	5	4	-5
37	0.5	2	3	0
38	-0.3	1	-20	-7
39	-3.0	-3	7	2
40	-2.7	1	-9	12

Next section; the last 3 above are carried over.
item	compound	BoNT-A LC inh2	Mtb BioA inh	Mtb UGM inh	BoNT-F LC inh	Mtb FBA inh
38	COc1ccc(Cn2cnc3c4cc(F)ccc4n(C)c3c2=O)cc1	-1.5	-0.9	0.6	-11	5
39	O=C(O)C1(Nc2ccc(Cl)cc2)CCCC1	-0.1	1.2	.	-10	0
40	Cc1ccc(-c2nc3ccccc3n2C)o1	-0.8	-1.7	1.8	-1	22
41	Cc1cccc(-n2c(O)c(C)c(=O)[nH]c2=S)c1	-0.5	.	.	-2	2
42	c1ccc(-c2nnc(C3CC(c4ccncc4)=NO3)o2)cc1 (configuration not stated)	-0.7	-1.6	1.7	-2	1
43	C=C(C)COc1ccc(-c2ncncc2-c2ccc(Br)cc2)c(O)c1	-3.5	-2.2	3.2	-9	1
44	COc1cc(/C=C/C(=O)OCC(=O)c2ccc(OC(F)F)cc2)ccc1O	-0.2	-1.0	3.5	-8	0
45	O=C(CSCCc1ccccn1)Nc1ccc(Br)cn1	0.0	.	2.1	-1	3
46	CC(C)NC(=O)c1cc(-c2ccc3c(c2)OCO3)on1	0.4	1.4	0.8	12	6
47	O=C(NC(=S)NCC1CCCO1)c1cccc([N+](=O)[O-])c1 (configuration not stated)	1.0	3.0	0.8	2	0
48	CCOc1ccc(N)c(SSc2cc(OCC)ccc2N)c1	-4.6	-1.0	0.3	-22	1
49	CCOc1c2ccc(C(=O)N[C@H](C)C3CCCCC3)cc2nn1CCOC	0.3	-1.2	-2.8	-3	106*
50	OCC[C@@H]1C[C@@H](O)[C@H](O)[C@]2(OCCCc3ccccc32)O1	-0.1	0.3	0.1	4	0

item	FadD28 binding	GDH-TPI inh	CCHF vOTU inh	PrPC TRFRET
38	-0.3	1	-20	-7
39	-3.0	-3	7	2
40	-2.7	1	-9	12
41	-1.1	1	8	-2
42	-1.8	-3	1	4
43	-2.0	5	-4	13
44	0.6	30	20	-3
45	0.7	4	-1	11
46	.	1	10	8
47	-3.9	7	10	-30
48	-2.8	9	-8	2
49	-1.3	17	-41	3
50	0.2	-2	5	3

Next section:
item	compound	BoNT-A LC inh2	Mtb BioA inh	Mtb UGM inh	BoNT-F LC inh	Mtb FBA inh
51	COc1ccccc1CN(C)C(=O)c1ccccc1Sc1ccccc1C#N	-0.4	-1.7	0.5	1	2
52	CCOc1ccc2c(c1)c(N=Nc1cccc(C(=O)O)c1)c(O)n2C	-0.3	2.9	0.3	-6	-8
53	CC1=N/C(=C\c2ccc3c(c2)OCO3)C(=O)N1c1ccc(C(=O)O)cc1	-0.7	-6.5	1.0	-8	0
54	C[C@H]1COC(=O)CC/C=C\C[C@H](CC(=O)N(CCO)Cc2ccccc2)C(=O)N1	0.6	1.1	-3.3	8	4
55	Cc1cs/c(=N\N=C\c2cccc([N+](=O)[O-])c2)n1Cc1ccco1	0.8	.	-1.0	0	-1
56	CCOC(=O)c1cc2c(cn1)[nH]c1ccccc12	0.4	0.3	0.1	-3	26
57	Cc1csc(NC(=O)CN2CCCCCC2)n1	-0.9	-1.1	1.4	-10	2
58	COc1ccccc1C(=O)NCC[N+](C)(C)C	-0.7	.	.	0	.
59	N#CC(C#N)=NNc1ccc(S(N)(=O)=O)cc1	-5.0	0.4	1.0	-24	-13
60	N#Cc1ccc(S(=O)(=O)N2CCc3[nH]c4ccc(F)cc4c3C2)cc1	-3.3	4.8	0.2	?	1

item	FadD28 binding	GDH-TPI inh	CCHF vOTU inh	PrPC TRFRET
51	-1.8	14	4	1
52	?	10	-18	-5
53	-1.4	16	11	-7
54	-2.0	10	10	-1
55	-2.3	-5	-2	-4
56	-3.8	15	-5	7
57	0.7	8	-11	-3
58	.	.	5	9
59	25*	21	9	-21
60	-2.2	16	10	-5
